Compound activity deposited in PubChem by NMMLSC.
Bim-Bfl-1: inhibitors of Bim binding to Bfl-1, primary screen, biochemical, multiplexed, bead-based flow cytometry; Bcl-2-related protein A1 (Homo sapiens), Q16548; Bim-Bfl-1 binding inhibition; inhibition, % at 10 µM; actives 0.12% (n = 190,000); AID 1008, 2008;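 also: 0% = wells without compound plus tracer and 100% = blocker peptide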
RGS7-Gao: RGS7-Galphao binding modulators, primary screen, biochemical, multiplexed bead flow cytometry; AID 1439, 2008; actives lie on both sides; actives 0.35% (n = 220,000); Guanine nucleotide-binding protein G(o) subunit alpha (Homo sapiens), P09471; binding response (% of control), % at 10 µM; in the data active = binding response below about 49% or above about 150%; inconclusive = no clear call, values can overlap the other calls; inactive = in between;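 also: fluorescent Galphao held in activated GDP-AlF4 state binding bead-coupled RGS7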
Target sequence (P09471 whole entry, looked up): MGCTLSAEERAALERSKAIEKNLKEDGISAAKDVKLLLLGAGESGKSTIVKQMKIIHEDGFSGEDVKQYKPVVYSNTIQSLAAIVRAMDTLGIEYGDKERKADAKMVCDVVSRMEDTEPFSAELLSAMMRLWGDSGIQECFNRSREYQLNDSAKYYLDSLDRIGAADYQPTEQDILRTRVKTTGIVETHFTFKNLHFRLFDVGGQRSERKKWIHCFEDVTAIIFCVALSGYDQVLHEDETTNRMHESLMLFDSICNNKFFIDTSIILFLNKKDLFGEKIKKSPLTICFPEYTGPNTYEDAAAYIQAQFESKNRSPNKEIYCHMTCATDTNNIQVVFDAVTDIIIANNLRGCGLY
Avidin bead fluor: green autofluorescence of compounds with avidin beads – biophysical, 488/530 nm, flow cytometry, artefact control, profiling panel. actives 0.38% (n = 220,000). fluorescence (KMESF) at 10 µM. compound fluorescence 488/530 nm; stronger effect = higher value. AID 1775, 2009; in the data active = fluorescence above about 47; also: inactives centre near 10
GSH bead fluor: compound fluorescence on glutathione beads, profiling panel, artefact control, biophysical, 488/530 nm, flow cytometry. GSH beads flow cytometry, compound fluorescence 488/530 nm; stronger effect = higher value. fluorescence (KMESF) at 10 µM. actives 0.25% (n = 190,000). AID 1776, 2009; in the data active = fluorescence above about 89;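 also: glutathione beads carrying GST-tagged Bcl family fusion proteins plus one bare bead set; values are compound well signal with DMSO vehicle wells as background; inactives centre near 16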
Bcl-W Bim block: inhibitors of Bim binding to Bcl-W, primary screen, biochemical, multiplexed, bead-based flow cytometry. Bcl-2-like protein 2 (Homo sapiens), Q92843. Bim peptide-Bcl-W binding. inhibition, % at 10 µM. actives 0.02% (n = 190,000);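 also: 0% = bound tracer without compound and 100% = peptide blocker; higher means less fluorescent Bim peptide bound to Bcl-W beads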
Bim-Bcl-B: inhibitors of Bim-Bcl-B binding, primary screen, biochemical, multiplexed, human Bcl-2 family | bead-based flow cytometry, Bim peptide-Bcl-B binding | inhibition, % at 10 µM | Bcl-2-like protein 10 (Homo sapiens), Q9HD36 | actives 0.073% (n = 190,000);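 also: 0% = tracer peptide without compound and 100% = reference inhibitor peptide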
Target sequence (Q9HD36 whole entry, looked up): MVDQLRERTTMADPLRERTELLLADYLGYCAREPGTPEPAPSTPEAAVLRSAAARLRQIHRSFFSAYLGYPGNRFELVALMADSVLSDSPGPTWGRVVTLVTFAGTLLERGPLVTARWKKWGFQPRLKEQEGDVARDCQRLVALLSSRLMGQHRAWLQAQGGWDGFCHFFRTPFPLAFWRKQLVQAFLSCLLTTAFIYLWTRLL
Bcl-XL Bim block: inhibitors of Bim-Bcl-XL binding, primary screen, biochemical, multiplexed, bead flow cytometry, human Bcl-XL; Bcl-2-like protein 1 (Homo sapiens), Q07817; Bim peptide-Bcl-XL binding, fluorescence; inhibition, % at 10 µM; actives 0.04% (n = 190,000); AID 1007, 2008
Target sequence (Q07817 whole entry, looked up): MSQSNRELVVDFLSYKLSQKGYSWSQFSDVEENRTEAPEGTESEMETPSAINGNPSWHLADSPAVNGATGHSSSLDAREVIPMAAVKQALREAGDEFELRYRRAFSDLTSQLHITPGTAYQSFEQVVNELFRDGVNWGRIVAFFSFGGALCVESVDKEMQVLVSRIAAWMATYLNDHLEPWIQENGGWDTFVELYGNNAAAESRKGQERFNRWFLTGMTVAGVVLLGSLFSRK
Bcl-2 Bim block: inhibitors of Bim-Bcl-2 binding, primary screen, biochemical, multiplexed, human Bcl-2 family; Apoptosis regulator Bcl-2 (Homo sapiens), P10415; Bead-based flow cytometry, Bim peptide-Bcl-2 binding; inhibition, % at 10 µM; actives 0.06% (n = 190,000); AID 950, 2007; in the data active = inhibition above about 40%; inconclusive = no clear call, values can overlap the other calls;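 also: 0% = no compound wells with probe peptide and 100% = reference peptide inhibitor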
Target sequence (P10415 whole entry, looked up): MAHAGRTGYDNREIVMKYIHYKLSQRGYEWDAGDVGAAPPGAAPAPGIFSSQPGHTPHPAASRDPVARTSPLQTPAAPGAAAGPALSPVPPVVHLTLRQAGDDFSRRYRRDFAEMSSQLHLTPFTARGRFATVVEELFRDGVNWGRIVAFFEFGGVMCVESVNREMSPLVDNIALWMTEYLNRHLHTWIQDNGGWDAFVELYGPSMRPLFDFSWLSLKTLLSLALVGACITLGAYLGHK
RGS4-Gao reg: modulators of RGS4 binding to Galphao, primary screen, biochemical, multiplexed bead flow cytometry | Guanine nucleotide-binding protein G(o) subunit alpha (Homo sapiens), P09471 | actives lie on both sides | binding response (% of control), % at 10 µM | actives 0.33% (n = 220,000) | AID 1415, 2008; in the data active = binding response below about 49% or above about 150%; inactive = in between;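 also: fluorescent Galphao activated with aluminum fluoride binding bead-coupled RGS4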
ABCG2 block: ABCG2 efflux pump inhibitors, primary screen, multiplex with ABCB1, IgMXP3 cells, flow cytometry; Broad substrate specificity ATP-binding cassette transporter ABCG2 (Homo sapiens), Q9UNQ0; JC-1 efflux; inhibition, % at 6.6 µM; actives 0.1% (n = 190,000); AID 1325, 2008;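 active = inhibition above 80%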;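 also: 0% = DMSO and 100% = nicardipine control wells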
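material = IgMXP3 (ABCG2) plus far-red-tagged CCRF-Adr (ABCB1) cells | amount = 3 million cells/mL, equal mix of both lines | also added = JC-1 transporter substrate | dosing = one concentration, 6.6 µM final | schedule = 10 min at 25 °C | measured by = flow cytometric JC-1 green MFI at 530 nm | read-out basis = percent efflux inhibition, scaled nicardipine 100% to DMSO 0%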
ABCB1 inh: ABCB1 efflux pump inhibitors, primary screen, cell-based, multiplex, flow cytometry, ABCG2 counter-screen. actives 0.067% (n = 190,000). ATP-dependent translocase ABCB1 (Homo sapiens), P08183. inhibition, % at 6.6 µM. AID 1326, 2008. CCRF-Adr cells, JC-1 efflux; in the data active = inhibition above about 40%;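 also: 0% = vehicle and 100% = reference inhibitor; higher value means more JC-1 retained so stronger ABCB1 efflux block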
An asterisk follows results filed as active. Rule as the data show it, unless noted: active = inhibition above about 40%.

How did COC1=C(c2ccccc2)C(=O)c2ccccc2C1=O do in these assays?
Bim-Bfl-1: 6; RGS7-Gao: 88; Avidin bead fluor: 2; GSH bead fluor: 17; Bcl-W Bim block: -8; Bim-Bcl-B: -14; Bcl-XL Bim block: -12; Bcl-2 Bim block: 0; RGS4-Gao reg: 91; ABCG2 block: 2; ABCB1 inh: 0.2

Results for CSc1nnc(-c2ccc([N+](=O)[O-])cc2)o1 ?
Bim-Bfl-1: -4; RGS7-Gao: 102; Avidin bead fluor: 12; GSH bead fluor: 10; Bcl-W Bim block: -3; Bim-Bcl-B: -4; Bcl-XL Bim block: -2; Bcl-2 Bim block: -3; RGS4-Gao reg: 101; ABCG2 block: 2; ABCB1 inh: 0.0

Results for CCN1CCN(c2cc(C)c3cc(NC(=S)N(CC)CC)ccc3n2)CC1 ?
Bim-Bfl-1: 18; RGS7-Gao: inconclusive; Avidin bead fluor: 10; GSH bead fluor: 19; Bcl-W Bim block: 0; Bim-Bcl-B: -11; Bcl-XL Bim block: -4; Bcl-2 Bim block: -4; RGS4-Gao reg: 101; ABCG2 block: 1; ABCB1 inh: 0.5

Results for Cc1oc2cc(O)ccc2c(=O)c1-c1ccccc1 ?
Bim-Bfl-1: -5; RGS7-Gao: 102; Avidin bead fluor: 12; GSH bead fluor: 14; Bcl-W Bim block: -2; Bim-Bcl-B: -5; Bcl-XL Bim block: -5; Bcl-2 Bim block: -1; RGS4-Gao reg: 99; ABCG2 block: 1; ABCB1 inh: -0.1

What do the screens show for `Cc1nc2c(=O)n(C)c(=O)n(C)c2nc1Cl`?
Bim-Bfl-1: -16; RGS7-Gao: 103; Avidin bead fluor: 18; GSH bead fluor: 12; Bcl-W Bim block: -3; Bim-Bcl-B: -7; Bcl-XL Bim block: -7; Bcl-2 Bim block: -6; RGS4-Gao reg: 102; ABCG2 block: 12; ABCB1 inh: 0.8

Results for COc1ccc(C2CCCN2C(=S)Nc2cccc(Cl)c2)cc1OC (stereo unspecified) ?
Bim-Bfl-1: -4; RGS7-Gao: 101; Avidin bead fluor: 6; GSH bead fluor: 19; Bcl-W Bim block: -2; Bim-Bcl-B: -10; Bcl-XL Bim block: -4; Bcl-2 Bim block: -5; RGS4-Gao reg: 100; ABCG2 block: 4; ABCB1 inh: 1.0

What do the screens show for `Cc1cc(C)c(S(=O)(=O)c2ccccc2C(=O)O)c(C)c1`?
Bim-Bfl-1: 0; RGS7-Gao: 101; Avidin bead fluor: 14; GSH bead fluor: 12; Bcl-W Bim block: 0; Bim-Bcl-B: 2; Bcl-XL Bim block: 0; Bcl-2 Bim block: -1; RGS4-Gao reg: 105; ABCG2 block: 1; ABCB1 inh: 0.5

How did CC(C)N(C(=O)Cn1cnc2cc([N+](=O)[O-])ccc2c1=O)C(C)C do in these assays?
Bim-Bfl-1: -4; RGS7-Gao: inconclusive; Avidin bead fluor: 8; GSH bead fluor: 11; Bcl-W Bim block: 0; Bim-Bcl-B: 0; Bcl-XL Bim block: 4; Bcl-2 Bim block: -1; RGS4-Gao reg: 98; ABCG2 block: 7; ABCB1 inh: 1.0

How did COc1ccc(-c2nn(C)c(=O)c3ccccc23)cc1NC(=O)COc1ccc(C)cc1 do in these assays?
Bim-Bfl-1: 0; RGS7-Gao: 98; Avidin bead fluor: 28; GSH bead fluor: 15; Bcl-W Bim block: -4; Bim-Bcl-B: -6; Bcl-XL Bim block: -1; Bcl-2 Bim block: -6; RGS4-Gao reg: 98; ABCG2 block: 2; ABCB1 inh: 1.6

How did COC(=O)C1=C(C)N=C2SCCC(=O)N2C1c1ccc(C(=O)OC)cc1 (stereo unspecified) do in these assays?
Bim-Bfl-1: -17; RGS7-Gao: 100; Avidin bead fluor: 15; GSH bead fluor: 34; Bcl-W Bim block: 2; Bim-Bcl-B: -5; Bcl-XL Bim block: -7; Bcl-2 Bim block: -12; RGS4-Gao reg: 100; ABCG2 block: 4; ABCB1 inh: 0.9

Results for Cc1cc(C)c2[nH]c(=O)c(CN(C(=O)C3CCCO3)C3CCCC3)cc2c1 (stereo unspecified) ?
Bim-Bfl-1: -1; RGS7-Gao: 96; Avidin bead fluor: 33; GSH bead fluor: 9; Bcl-W Bim block: 0; Bim-Bcl-B: -2; Bcl-XL Bim block: -1; Bcl-2 Bim block: -6; RGS4-Gao reg: 102; ABCG2 block: 1; ABCB1 inh: 0.6

What do the screens show for `COc1ccc2cc(S(=O)(=O)N3CCN(C)CC3)ccc2c1`?
Bim-Bfl-1: -23; RGS7-Gao: 102; Avidin bead fluor: 37; GSH bead fluor: 23; Bcl-W Bim block: -7; Bim-Bcl-B: -9; Bcl-XL Bim block: -10; Bcl-2 Bim block: -15; RGS4-Gao reg: 101; ABCG2 block: 7; ABCB1 inh: 0.2

Results for COC(=O)CSc1snnc1-c1ccc(F)cc1 ?
Bim-Bfl-1: -20; RGS7-Gao: 99; Avidin bead fluor: 17; GSH bead fluor: 34; Bcl-W Bim block: -2; Bim-Bcl-B: -8; Bcl-XL Bim block: -11; Bcl-2 Bim block: -11; RGS4-Gao reg: 96; ABCG2 block: 36; ABCB1 inh: 1.5

What do the screens show for `CCOC(=O)c1[nH]c2ccc(OC)cc2c1NC(=O)C(C)N1CCSCC1` (stereo unspecified)?
Bim-Bfl-1: -1; RGS7-Gao: 100; Avidin bead fluor: 33; GSH bead fluor: 19; Bcl-W Bim block: 0; Bim-Bcl-B: 1; Bcl-XL Bim block: 2; Bcl-2 Bim block: 0; RGS4-Gao reg: 99; ABCG2 block: 0; ABCB1 inh: 0.2

Results for O=C(Nc1ccc(F)cc1F)c1cc(=O)n(-c2ccccc2)c(=O)[nH]1 ?
Bim-Bfl-1: -5; RGS7-Gao: 93; Avidin bead fluor: 9; GSH bead fluor: 19; Bcl-W Bim block: -1; Bim-Bcl-B: -2; Bcl-XL Bim block: -2; Bcl-2 Bim block: -3; RGS4-Gao reg: 98; ABCG2 block: 4; ABCB1 inh: 0.5

Results for CC(=O)c1c(C(C)=O)c(C)n(NC(=O)c2ccccc2Cl)c1C ?
Bim-Bfl-1: -1; RGS7-Gao: 96; Avidin bead fluor: 28; GSH bead fluor: 14; Bcl-W Bim block: 0; Bim-Bcl-B: 0; Bcl-XL Bim block: 0; Bcl-2 Bim block: 4; RGS4-Gao reg: 96; ABCG2 block: 1; ABCB1 inh: 0.2

What do the screens show for `CC1=CCC(C(=O)O)C(C(=O)Nc2cccnc2)C1` (stereo unspecified)?
Bim-Bfl-1: -5; RGS7-Gao: 105; Avidin bead fluor: 10; GSH bead fluor: 10; Bcl-W Bim block: -3; Bim-Bcl-B: -7; Bcl-XL Bim block: -3; Bcl-2 Bim block: -1; RGS4-Gao reg: 100; ABCG2 block: 2; ABCB1 inh: 0.6

What do the screens show for `CC(=O)OC(C(=O)NCc1ccc(F)cc1)c1ccccn1` (stereo unspecified)?
Bim-Bfl-1: -1; RGS7-Gao: 99; Avidin bead fluor: 34; GSH bead fluor: 12; Bcl-W Bim block: 0; Bim-Bcl-B: -3; Bcl-XL Bim block: -2; Bcl-2 Bim block: -2; RGS4-Gao reg: 100; ABCG2 block: 0; ABCB1 inh: 0.1

How did Cc1ccc(NC(=S)NCc2cccs2)c(C)c1 do in these assays?
Bim-Bfl-1: 2; RGS7-Gao: 96; Avidin bead fluor: 12; GSH bead fluor: 6; Bcl-W Bim block: -1; Bim-Bcl-B: -5; Bcl-XL Bim block: 0; Bcl-2 Bim block: 0; RGS4-Gao reg: 85; ABCG2 block: 0; ABCB1 inh: 0.1

Results for CC1Cc2ccccc2N1C(=O)CN1CCC(C(N)=O)CC1 (stereo unspecified) ?
Bim-Bfl-1: -2; RGS7-Gao: 87; Avidin bead fluor: 5; GSH bead fluor: 15; Bcl-W Bim block: -6; Bim-Bcl-B: -10; Bcl-XL Bim block: -9; Bcl-2 Bim block: -4; RGS4-Gao reg: 91; ABCG2 block: 3; ABCB1 inh: -0.1

What do the screens show for `COc1cc(-c2nn3c(C4CCCCC4)nnc3s2)cc(OC)c1OC`?
Bim-Bfl-1: 0; RGS7-Gao: 93; Avidin bead fluor: 17; GSH bead fluor: 23; Bcl-W Bim block: -3; Bim-Bcl-B: -2; Bcl-XL Bim block: -3; Bcl-2 Bim block: -2; RGS4-Gao reg: 92; ABCG2 block: 6; ABCB1 inh: 2.5

How did CSc1ccccc1NC(=O)Cn1nc([N+](=O)[O-])c(Cl)c1C do in these assays?
Bim-Bfl-1: 0; RGS7-Gao: 104; Avidin bead fluor: 7; GSH bead fluor: 14; Bcl-W Bim block: -2; Bim-Bcl-B: -6; Bcl-XL Bim block: -4; Bcl-2 Bim block: -4; RGS4-Gao reg: 104; ABCG2 block: -1; ABCB1 inh: 0.0

What do the screens show for `CC(C)(C)C(=O)C(CO)(Oc1ccc(Cl)cc1)n1cncn1` (stereo unspecified)?
Bim-Bfl-1: -10; RGS7-Gao: 101; Avidin bead fluor: 9; GSH bead fluor: 8; Bcl-W Bim block: 4; Bim-Bcl-B: -6; Bcl-XL Bim block: -5; Bcl-2 Bim block: -10; RGS4-Gao reg: 102; ABCG2 block: 4; ABCB1 inh: 0.4

What do the screens show for `CCc1nc(NCCCN2CCOCC2)c2oc3ccccc3c2n1`?
Bim-Bfl-1: -4; RGS7-Gao: 98; Avidin bead fluor: 23; GSH bead fluor: 25; Bcl-W Bim block: 4; Bim-Bcl-B: 24; Bcl-2 Bim block: -36; RGS4-Gao reg: 99; ABCG2 block: 10; ABCB1 inh: 2.2

Results for COc1ccc(NC2=NCC(=O)N2c2ccccc2F)c(OC)c1 ?
Bim-Bfl-1: 2; RGS7-Gao: 103; Avidin bead fluor: 18; GSH bead fluor: 7; Bcl-W Bim block: 1; Bim-Bcl-B: 0; Bcl-XL Bim block: 3; Bcl-2 Bim block: 3; RGS4-Gao reg: 100; ABCG2 block: 1; ABCB1 inh: 0.3

How did Nc1ccccc1SCc1cn2ccccc2n1 do in these assays?
Bim-Bfl-1: -2; RGS7-Gao: 104; Avidin bead fluor: 5; GSH bead fluor: 26; Bcl-W Bim block: -2; Bim-Bcl-B: -8; Bcl-XL Bim block: -2; Bcl-2 Bim block: -2; RGS4-Gao reg: 103; ABCG2 block: 2; ABCB1 inh: 0.5
